# FN deposition inh: inhibitors of fibronectin matrix deposition, primary screen, AH1F cells, Alexa488-fibronectin fluorescence, plate reader; AH1F fibroblasts, overnight; inhibition, % at 12.6 µM; hit rate 0.086% among 350,000; AID 743247, 2014;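 active means mean inhibition across replicates of 30% or more, regardless of how many single replicates reach that level; inconclusive means mean under 30% yet at least half of replicates reach 30%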;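 further: positive control wells lacked labelled fibronectin entirely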
#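 Material: AH1F fibroblast monolayer depositing Alexa488-labelled fibronectin into matrix / Amount: 10000 AH1F cells per well / Signal: fluorescence 485/525 nm / Medium: DMEM, 2% serum / Compound: single dose, pinned / Incubation: 1 h cell adhesion before compound, then overnight fibronectin incubation / Reagent: Alexa488-FN, 24 nM final / Read-out: inhibition of fibronectin deposition signal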
# C2C12 statin: suppressors of statin myotoxicity in C2C12 myotubes, primary screen, cell-based, single point, plate reader; hit rate 0.78% among 330,000; rescue of ATP level, % at 7.49 µM; C2C12 myotubes + simvastatin, ATP luminescence, 48 h; scaled: DMSO 0, geranylgeraniol control 100; AID 602340, 2012;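 active means mean ATP rescue above about 67%, or every replicate alone reaching that limit, limit read from the data, passing the limit was not always enough; inconclusive means no clear call, values can overlap the other calls; inactive means mean under the limit and some replicate under it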;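 further: myotubes were challenged with 10 µM simvastatin during compound exposure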
# INS-1E GSIS act: GLuc luminescence reporter in INS-1E cells, primary screen for activators of glucose-dependent secretion of insulin | AID 743287, 2014 | activation, % at 16.6 µM | INS-1E GLuc reporter insulin secretion, 2-3 h | hit rate 0.61% among 370,000;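 active means lowest replicate activation of at least 40%, so every replicate reaches that level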;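 further: 0% = median of neutral control wells and 100% = median of IBMX positive control wells; some compounds called inactive have numbers as strong as hits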
# CFTR F508del cor: F508del CFTR correction, initial screen, CFBE line, single point. activity (quench increase), % at 7.58 µM. hit rate 0.36% among 350,000. CFBE cells, YFP halide quenching; stimulated with forskolin plus potentiator P3; % fluorescence drop versus neutral controls;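 active means mean added fluorescence quench of at least 8% versus neutral control, with both replicates also reaching 8%; inconclusive means only one of the mean or replicate conditions met; inactive means mean below 8% and not both replicates reaching 8%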;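 further: cells transiently co-express mutant CFTR-F508del with the halide-sensitive YFP; corrector assay measuring rescue of mutant channel to the surface after 24 h compound exposure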
# PGC1a acetyl inh: inhibitors of PGC1a acetylation signal, primary screen, cell-based, U2OS, AlphaScreen, inhibitor mode | AlphaScreen anti-acetyl-lysine; with virally co-expressed GCN5 acetyltransferase | inhibition, % at 15.6 µM | hit rate 0.17% among 350,000 | AID 651687, 2012;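 active means every replicate shows inhibition of at least 40%; inconclusive means mean inhibition at least 40% but some replicate below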;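 further: 0% = neutral control wells and 100% = positive control wells; some results beyond the cut were filed as inactive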
# Cneo AK release: Cryptococcus neoformans cell lysis inducers, primary screen, AK release luminescence, single concentration | C. neoformans lysis, adenylate kinase release luminescence, 4 h; normalised: neutral wells 0, clomiphene wells 100 | lysis activity, % at 15 µM | hit rate 0.2% among 360,000 | AID 651654, 2012;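 active means mean lysis activity across replicates of at least 80%, whatever share of replicates individually reach that level; inactive means mean lysis activity below 80%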
#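 read-out = cell lysis signal | test system = log-phase Cryptococcus neoformans yeast cells | input = cells at 5 × 10^6 per mL | medium = fresh YPD growth medium | signal = luminescent adenylate kinase detection reagent | timing = 4 h at 37 °C static, read 1 h later | dosing = single dose | controls = Clomiphene as positive lysis control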
# miR-122 sensor: miR-122 Renilla sensor signal increase in Huh7, primary screen, miR-122 inhibitor project, cell-based, single point, plate reader; Huh7 miR-122 Renilla luciferase sensor, 48 h; neutral wells = 0, positive control = 100; activation (reporter increase), % at 12.5 µM; hit rate 0.3% among 340,000;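 active means mean replicate activation score at least 90 and every replicate individually at or above 90; inconclusive means only one of the two criteria met; inactive means neither criterion met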;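 further: higher luciferase means less miR-122 activity so hits act as miR-122 inhibitors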
# PglD DTNB: C. jejuni PglD acetyltransferase inhibitors, primary screen, biochemical, DTNB colorimetric, single point; UDP-N-acetylbacillosamine N-acetyltransferase PglD (Campylobacter jejuni); purified PglD enzyme, DTNB colorimetric CoA detection; inhibition, % at 12.5 µM; hit rate 0.098% among 360,000; AID 602405, 2012; in the data active means inhibition above about 16%, passing the limit was not always enough; inconclusive means no clear call, values can overlap the other calls; further: strong numbers were not always called active
# * = called active by the depositor; ? = inconclusive; nt = not tested or not shown; & = joins results of further samples; [ ] = dose if it differs, or a comment.
# Values in the order: C2C12 statin	FN deposition inh	PGC1a acetyl inh	miR-122 sensor	PglD DTNB	INS-1E GSIS act	CFTR F508del cor	Cneo AK release
Cc1noc(C)c1NC(=O)Nc1ccc2c(c1)CC(=O)N([C@H](C)CO)C[C@H](C)[C@H](CN(C)Cc1ccc3c(c1)OCO3)O2
  -5	nt	-32	-1[16.7 µM]	0	21	0.8	3
Cc1cc(=O)oc2c3c(cc(OCC(=O)NCc4cccnc4)c12)OC(C)(C)CC3
  -4	nt	0	13	5	12	0.4	1
Cc1cc(C)cc(Nc2nc3c([nH]2)c(=O)n(C)c(=O)n3C)c1
  -6	-1	-7	10	3	-3	nt	1
Cc1noc(C)c1NC(=O)Nc1ccc2c(c1)CC(=O)N([C@@H](C)CO)C[C@@H](C)[C@H](CN(C)S(=O)(=O)c1cccs1)O2
  -19	-9	-4	1[16.7 µM]	0	6	-1.4	-1
COc1ccc(C)cc1NC(=S)NNC(=O)c1c(Br)cnn1C
  nt	3	-7	4	nt	-48	-3.8	nt
COc1ccc(-c2cc(C(F)(F)F)nc(SCC(=O)NCc3cccs3)n2)cc1
  7	-4	-7	9	3	17	nt	2
CC(=O)NN1C(=O)c2ccccc2NC1c1ccccc1 (stereo not given)
  5	-1	7	-2	-3	28	-0.8	0
CO[C@H](CN(C)C(=O)C1CCOCC1)[C@@H](C)CN(C(=O)Nc1ccc(C(F)(F)F)cc1)[C@@H](C)CO
  -10	-12	11	nt	-4	-20	0.5	-2
CCCCOc1ccc(C(NC(=O)OCC)NC(=O)OCC)cc1
  -4	-6	0	-4	-3	5	nt	3
COc1ccc(NC(=O)N(C)C[C@H]2Oc3c(NC(=O)c4cc(C)nn4C)cccc3C(=O)N([C@@H](C)CO)C[C@@H]2C)cc1
  -3	nt	-3	-4[16.7 µM]	-10	14	-6.4	-4
Cc1noc(C)c1S(=O)(=O)Nc1ccc2c(c1)C(=O)N([C@H](C)CO)C[C@H](C)[C@H](CN(C)Cc1ccncc1)O2
  nt	nt	-4	-4[16.7 µM]	0	8	-1.6	91*
O=C(NC1CCCN(Cc2ccc(Cl)cc2)C1)C1CCC1 (stereo not given)
  -19	-12	8	-2	-4	0	1.2	1
CCCn1c2ccccc2c2cnn(CC(=O)NCCCN3CCCC(C)C3)c(=O)c21 (stereo not given)
  11	-3	-3	-3	-1	-1	1.5	8
Cc1noc(C)c1NC(=O)N(C)C[C@@H]1OCCCC[C@@H](C)Oc2ccc(NC(=O)Nc3ccc(F)cc3)cc2C(=O)N([C@H](C)CO)C[C@H]1C
  nt	7	-1	2[16.7 µM]	2	-4	-0.6	0
O=C(COc1ccc2c(c1)OCO2)Nc1nnc(Cc2ccccc2)s1
  5	-15	nt	4	nt	6	4.4	nt
O=C(O)[C@H](Cc1ccccc1)NC(=O)N1CCN(c2cccc(C(F)(F)F)c2)CC1
  28	-4	-1	9	2	5	2.1	0
CC(C)CCCCCCNC(=S)Nc1ccc(S(=O)(=O)N2CCOCC2)cc1
  nt	-11	-3	14	12	-15	7.5	-1
COCCN(C(=O)CC1CCCC1)c1c(N)n(CC(C)C)c(=O)[nH]c1=O
  0	-5	nt	7	-4	8	-0.3	1
O=C(CCSc1ccc(Cl)cc1)NCc1ccncc1
  nt	0	5	nt	nt	-8	0.9	nt
FC(F)(F)c1cc(CCN2C(=S)NC[C@@H]2CC2CCCCC2)cc(C(F)(F)F)c1
  -3	7	6	5	4	2	3.1	1

# Taken from above.
# In C2C12 statin, `Cc1cc(=O)oc2c3c(cc(OCC(=O)NCc4cccnc4)c12)OC(C)(C)CC3` reads -4
# In miR-122 sensor, `Cc1noc(C)c1NC(=O)N(C)C[C@@H]1OCCCC[C@@H](C)Oc2ccc(NC(=O)Nc3ccc(F)cc3)cc2C(=O)N([C@H](C)CO)C[C@H]1C` reads 2[16.7 µM]

# Next section:
# Values in the order: C2C12 statin	FN deposition inh	PGC1a acetyl inh	miR-122 sensor	PglD DTNB	INS-1E GSIS act	CFTR F508del cor	Cneo AK release
OCCC1CN(Cc2ccn[nH]2)CCN1Cc1ccc(F)c(F)c1 (stereo not given)
  nt	-1	-2	nt	nt	24	2.5	nt
COc1ccc(OC)c(C2CC(=O)C(C)C(c3cc(OC)ccc3OC)N2)c1 (stereo not given)
  15	nt	3	-5	2	3	nt	-3
C=CCn1c(-c2ccc(OC)c(OC)c2)n[nH]c1=S
  nt	-6	-6	8	-3	nt	nt	-1
Cc1ccc2[nH]c(C(=O)O)c(NC(=O)[C@@H]3C[C@@H]3c3ccccc3)c2c1
  7	-1	4	-6	nt	-16	-2.5	nt
CCN(CC)CCNC(=O)c1ccc(Cl)c(S(=O)(=O)N2CCCCCC2)c1
  -15	nt	14	-6	3	nt	nt	-1
CC(C)(C)n1nnc(CCc2nnn(C(C)(C)C)n2)n1
  7	nt	3	-4	2	nt	nt	3
COc1ccc(CN(C)C[C@@H]2Oc3ccc(NC(=O)Cc4ccccc4)cc3CC(=O)N([C@H](C)CO)C[C@H]2C)cc1
  ?	nt	-7	-2[16.7 µM]	0	nt	3.8	3
O=C(c1ccccc1OCc1ccc(Cl)cc1)N1CCN(c2ccccn2)CC1
  -8	4	nt	-5	-1	-56	-0.2	6
O=C(NCc1ccccc1)C1=C[C@H](c2ccc(Br)cc2)C[C@H](OCCCCO)O1
  0	-1	-2	4	-7	-15	-2.0	-2
CNC[C@H]1Oc2cc(C#Cc3cccc(F)c3)ccc2S(=O)(=O)N([C@H](C)CO)C[C@@H]1C
  -37	nt	-21	-10[16.7 µM]	-3	3	-3.7	-5

# Compound profiles, from the list above.
# COc1ccc(CN(C)C[C@@H]2Oc3ccc(NC(=O)Cc4ccccc4)cc3CC(=O)N([C@H](C)CO)C[C@H]2C)cc1 is listed as C2C12 statin = ?; FN deposition inh = nt; PGC1a acetyl inh = -7; miR-122 sensor = -2[16.7 µM]; PglD DTNB = 0; INS-1E GSIS act = nt; CFTR F508del cor = 3.8; Cneo AK release = 3
# OCCC1CN(Cc2ccn[nH]2)CCN1Cc1ccc(F)c(F)c1 (stereo not given) is listed as C2C12 statin = nt; FN deposition inh = -1; PGC1a acetyl inh = -2; miR-122 sensor = nt; PglD DTNB = nt; INS-1E GSIS act = 24; CFTR F508del cor = 2.5; Cneo AK release = nt

# Carrying on:
# Values in the order: C2C12 statin	FN deposition inh	PGC1a acetyl inh	miR-122 sensor	PglD DTNB	INS-1E GSIS act	CFTR F508del cor	Cneo AK release
CC1CN(S(=O)(=O)c2cccc(C(=O)OCc3cc(=O)oc4cc(O)ccc34)c2)CC(C)O1 (stereo not given)
  2	-5	-7	19	-1	nt	nt	-1
COc1ccc(NC(=O)CN(C)C(=O)c2cccc(S(=O)(=O)N3CCN(C)CC3)c2)cc1
  11	-1	-7	-1	-2	6	-0.2	-1
Cc1ccc2cc(F)c(F)c(F)c2n1
  -12	7	-4	0	3	13	0.4	1
Cc1cc(C(=O)COC(=O)c2ccc(F)cc2F)c(C)n1C1CC1
  -3	0	nt	nt	-2	-6	-0.1	-2
COC(=O)C1CCN(C(=O)c2ccc3oc(Cc4ccc(Cl)cc4)nc3c2)CC1
  5	5	7	nt	-2	-1	-0.7	-9
C[C@H](O)C#Cc1ccc([C@H]2[C@@H](CO)N3CCCCN(CC4CCOCC4)C[C@H]23)cc1
  nt	nt	0	25[16.7 µM]	-2	14	1.3	0
NCCc1c(C(=O)O)[nH]c2ccc([N+](=O)[O-])cc12
  0	4	11	2	11	7	0.6	2
O=C(Cc1ccc(Cl)cc1)Nc1ccc(N2CCN(C(=O)c3ccco3)CC2)cc1
  -1	nt	21	-8	3	nt	nt	1
CCOc1ccccc1NC(=O)Nc1ccc(OC)nc1
  4	-1	1	1	2	-11	1.4	-1
C[C@@H]1CN([C@@H](C)CO)C(=O)Cc2cc(NC(=O)CCCCCC(=O)Nc3ccccc3N)ccc2O[C@@H]1CN(C)C(=O)Nc1ccc2c(c1)OCO2
  5	nt	13	-6[16.7 µM]	0	14	-1.6	-1
C[N+](C)(CCOc1ccccc1)Cc1ccccc1
  -2	-5	-14	2	-7	nt	-8.2	1
COc1ccccc1NC(=O)c1ccc2nsnc2c1
  7	-5	nt	3	1	-7	-1.4	5
COc1ccccc1C(=O)Nc1ccc2c(c1)OC[C@H](C)NC[C@H](C)[C@H](OC)CN(C)C2=O
  -8	-1	5	nt	-1	9	-1.3	5
CCC(=O)c1ccc(OCC(=O)OCC(=O)Nc2ccc3c(c2)OCCO3)cc1
  14	2	3	1	-3	-9	-1.2	0
NS(=O)(=O)c1cccc(NC(=O)COC(=O)CN2C(=O)c3ccccc3C2=O)c1
  -5	-4	nt	nt	0	2	1.7	-2
CCOC(=O)C(Oc1ccc2c(-c3ccccc3)cc(=O)oc2c1)c1ccccc1 (stereo not given)
  nt	-6	-11	-2	-5	-5	-0.6	-3
C[C@@H]1CCCCO[C@H](CN(C)C)[C@H](C)CN([C@@H](C)CO)C(=O)c2cc(NC(=O)Nc3ccc(C(F)(F)F)cc3)ccc2O1
  -22&-29	-6	6&-2&3	-5	-8&-1&-5	-8&0	1.0&-2.1&5.0	0&3&7
COc1ccc(S(=O)(=O)N2CCN(C(=O)C3CCC3)CC2)cc1
  4	-1	nt	nt	-1	-14	-0.5	-4
Cc1ccc(NC(=O)c2ccc(Cl)nc2)cc1S(=O)(=O)N1CCOCC1
  -6	3	11	-2	9	-7	2.7	-1
COc1ccc(S(=O)(=O)Nc2cccc3c2O[C@@H](CN(C)Cc2ccncc2)[C@@H](C)CN([C@H](C)CO)C3=O)cc1
  -9	nt	-1	41[16.7 µM]	0	9	3.0	-4
CCCN=C1N(C)C[C@@H]2[C@@H]3C(=O)N(C)C(=O)[C@@H]3[C@](CC)(C(=O)OC)N12
  -1	0	6	-3	3	13	1.6	-1
CN1[C@@H]2c3ccc(-c4ccncc4)c(=O)n3C[C@H]1[C@H](CO)[C@H]2C(=O)N1CCC(Cc2ccccc2)CC1
  -30	1	nt	nt	2	1	nt	-4
COc1ccc(NC(=O)Nc2ccc3c(c2)C(=O)N([C@H](C)CO)C[C@H](C)[C@H](CN(C)S(=O)(=O)c2ccc(F)cc2)OCCCC[C@H](C)O3)cc1
  nt	7	-12	-11[16.7 µM]	-4	-38	-0.9	-2
Cc1cc(C)n(-c2nc(SCC(=O)N3CCCC3)c3c4c(sc3n2)CCCC4)n1
  nt	11	1	7	-1	nt	nt	9
Cc1cccc(CNS(=O)(=O)c2csc(C(N)=O)c2)c1
  9	-9	-4	10	-3	31	-0.3	2
COC(=O)C1(C(F)(F)F)N=C2Sc3ccccc3N2C(N2CCOCC2)=N1 (stereo not given)
  -10	0	12	13	0	-7	-1.3	-2
